# Screens as filed in PubChem.
# GPR55 LPI antagonism = GPR55 antagonists blocking LPI-driven arrestin recruitment, primary screen, imaging, U2OS, beta-arrestin-GFP, LPI agonist (AID 2013); G-protein coupled receptor 55 (Homo sapiens); U2OS GPR55 beta-arrestin-GFP translocation imaging, LPI antagonism; higher % means a stronger effect; inhibition, % at 10 µM, or IC50 in µM where a hit was titrated; 290,000 compounds, 0.13% hits;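 active = spots per cell inhibited over 60%, with over 100 cells counted and total cytoplasm intensity under 500,000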;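 also: U2OS cells stably carrying GPR55 and arrestin-GFP stimulated by 5 µM LPI near EC80; imaged beta-arrestin-GFP aggregate spots per cell after agonist stimulation; plate controls were LPI-stimulated DMSO wells for no effect and DMSO wells without LPI for full effect; some results filed as inactive read as strong as hits; confirmed hits need IC50 under 10 µM and bright autofluorescent wells are also inconclusive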
# T cell HTS = modulators of CD8 T cell-vesicle binding, primary screen, mouse 2C CD8+ T cells, flow cytometry. 330,000 compounds, 0.068% hits. 2C CD8+ T cell-vesicle binding; hits give low values. calls only at 7 µM. AID 2052, 2009;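 active = response, share of CD8 T cells binding vesicles, and their 90th percentile fluorescence all below set limits, cut at about 80% in these data, passing the limit was not always enough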
#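 System: murine 2C transgenic CD8+ T lymphocytes; also added: QL9-loaded Drosophila micro-vesicles; times: binding 1.5 h at 37 °C; measured by: flow cytometry, PE anti-B7-1 (FL2) versus Alexa647 anti-CD8 (FL8), PFA-fixed; control set: Peptide-free naked vesicles (low) and QL9 vesicles with 0.7% DMSO vehicle (high)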
# KOR beta-arrestin-1 = KOR agonists, beta-arrestin recruitment, primary screen, cell-based, luminescence, uHTS (AID 1777); KOR beta-arrestin recruitment, luminescence; higher % means a stronger effect; Kappa-type opioid receptor (Homo sapiens); activation, % at 10 µM; hits with a dose series show EC50 in µM; 280,000 compounds, 0.02% hits; in the data active = activation above about 50%, passing the limit was not always enough; also: a part of the inactive calls stands beside numbers as strong as those of hits
# GPR35 antagonists = GPR35 antagonists blocking zaprinast-driven arrestin recruitment, primary screen, imaging, U2OS, beta-arrestin-GFP, zaprinast agonist (AID 2058); G-protein coupled receptor 35 (Homo sapiens); U2OS GPR35 beta-arrestin-GFP translocation imaging, zaprinast antagonism; higher % means a stronger effect; inhibition, % at 10 µM; hits with a dose series show IC50 in µM; 290,000 compounds, 0.052% hits;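 active = inhibition of at least 50% with at least 30 cells and total cytoplasm GFP at most 10,000,000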
# West Nile virus CPE = West Nile virus antiviral activity, cell-based, CPE readout (AID 1621); 290,000 compounds, 0.02% hits; one-dose CPE inhibition, % at 10 µM; IC50 in µM for titrated hits; West Nile virus-infected cells, CPE inhibition; higher % means a stronger effect; in the data active = a potency from the dose series; also: strong numbers were not always called active
# NTR1 agonist = agonists of NTR1, primary screen, imaging, U2OS cells, beta-arrestin-GFP, high content (AID 493036); Neurotensin receptor type 1 (Homo sapiens), P30989; NTR1-U2OS beta-arrestin-GFP spot imaging, agonist mode; activation, % at 20 µM; 330,000 compounds, 0.17% hits;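 active = activation at or above 40% of the spot to cytoplasm intensity ratio, with at least 20 cells analyzed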;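 also: 0% = DMSO without peptide and 100% = 100 nM NTR1 peptide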
# Target sequence (P30989 whole entry, looked up): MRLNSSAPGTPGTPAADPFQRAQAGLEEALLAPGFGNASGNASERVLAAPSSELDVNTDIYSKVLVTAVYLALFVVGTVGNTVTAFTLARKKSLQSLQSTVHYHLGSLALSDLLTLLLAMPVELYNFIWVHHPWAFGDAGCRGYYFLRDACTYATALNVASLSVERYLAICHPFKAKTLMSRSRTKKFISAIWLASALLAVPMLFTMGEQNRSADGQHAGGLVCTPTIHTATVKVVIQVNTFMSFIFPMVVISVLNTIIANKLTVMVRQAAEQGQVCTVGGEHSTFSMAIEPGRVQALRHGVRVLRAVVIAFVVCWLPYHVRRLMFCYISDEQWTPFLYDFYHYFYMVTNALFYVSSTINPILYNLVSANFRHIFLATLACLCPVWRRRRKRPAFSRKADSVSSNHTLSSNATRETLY
# GPR55 activation = GPR55 agonists via beta-arrestin recruitment, primary screen, imaging, U2OS cells, beta-arrestin-GFP redistribution (AID 1961); G-protein coupled receptor 55 (Homo sapiens); U2OS GPR55 beta-arrestin-GFP redistribution imaging; higher % means a stronger effect; activation, % at 10 µM, or EC50 in µM where a hit was titrated; 290,000 compounds, 0.048% hits;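 active = activation above 40% with more than 50 cells counted in the well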;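 also: U2OS osteosarcoma cells stably expressing GPR55 and beta-arrestin-GFP; plate controls were DMSO negative control for no effect and LPI positive control for full effect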
# KOR beta-arrestin-2 = KOR antagonists, beta-arrestin recruitment, cell-based, luminescence, uHTS (AID 1778); Kappa-type opioid receptor (Homo sapiens); KOR beta-arrestin recruitment, luminescence, antagonist mode; higher % means a stronger effect; inhibition, % at 10 µM, or IC50 in µM where a hit was titrated; 290,000 compounds, 0.091% hits; in the data active = inhibition above about 50%; also: strong numbers were not always called active
# Salmonella PhoP GFP = inhibitors of PhoP regulon expression, primary screen, Salmonella Typhimurium, GFP reporter (AID 1863); S. Typhimurium PhoP-regulated promoter GFP reporter, 4 h; higher % means a stronger effect; inhibition, % at 50 µM; hits with a dose series show IC50 in µM; 300,000 compounds, 0.16% hits;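 active = inhibition over 29.93%, a cutoff 3 SD above the screen mean, later confirmed by dose response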;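 also: 0% = low Mg2+ inducing control and 100% = high Mg2+ repressing control; strong numbers were not always called active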
# T cell HTS vesicle-bound % = further read-out of T cell HTS, marked with its call; double positive events, %; measured here: CD8+ vesicle-bound cell fraction;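 binding gate set so that unloaded-vesicle control wells show 10% double positive cells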
# NTR1 agonist cell count 20 µM = recorded beside NTR1 agonist, whose call it bears; cell count; measured here: cell count, cytotoxicity flag
# * marks the source's active call; other numbers are inactive results; i = inactive; nt = no result given; [ ] = remark or other dose.
SMILES,GPR55 LPI antagonism,T cell HTS,T cell HTS vesicle-bound %,KOR beta-arrestin-1,GPR35 antagonists,West Nile virus CPE,NTR1 agonist,NTR1 agonist cell count 20 µM,GPR55 activation,KOR beta-arrestin-2,Salmonella PhoP GFP
O=S(=O)(c1c(Cl)sc(Cl)c1Br)N1CCCC1,14%,i,34,nt,15%,0.1%,1.6,50,0.8%,11%,-9%
Clc1cccc(C2CCN(Cc3nc(COc4ccccc4)no3)C2)c1 (stereo unspecified),1%,i,39,3.3%,10%,-1.0%,0.4,65,0.0%,-27%,-13%
COc1ccc(CN2CCN(C(=O)c3cccs3)CC2)cc1,34%,i,56,1.4%,-2%,-0.1%,1.2,48,-0.2%,0%,0%
CCOC(=O)CC1NC(=O)c2ccccc21 (stereo unspecified),1%,i,37,2.4%,5%,-0.1%,-1.5,40,-0.1%,-29%,-1%
CCCCP(=O)(CCCC)Cc1ccccc1,6%,i,20,-3.1%,15%,-0.1%,-0.6,36,-0.1%,25%,1%
CSc1nsc(SCC(=O)Nc2cccc(NC(C)=O)c2)n1,7%,i,20,-1.0%,2%,0.1%,-1.2,40,0.1%,-20%,-2%
N/C(Cc1cccc2ccccc12)=N\OC(=O)COc1ccccc1,10%,i,14,-0.3%,3%,-1.0%,5.2,59,0.1%,nt,-14%
S=C1NCN(CCc2ccccc2)CN1,5%,i,29,0.9%,9%,0.2%,0.5,55,-0.1%,4%,0%
CCN(C(=O)CN1CCN(c2ccc(OC)cc2)CC1)c1c(N)n(Cc2ccccc2)c(=O)[nH]c1=O,-7%,i,22,-4.8%,3%,0.2%,-1.4,88,0.0%,18%,-18%
Nc1nnc(-c2ccc(Cl)cc2)s1,0%,i,11,-1.6%,2%,0.0%,1.7,40,-0.1%,4%,-3%
CCOC(=O)c1c(N2C(=O)Nc3cc(Cl)c(Cl)cc3N2O)sc2c1CCCCC2,-1%,i,10,4.2%,0%,0.7%,4.3,45,3.0%,-68%,-1%
COc1ccc(NC(=O)N2CCN(c3cccc(C(F)(F)F)c3)CC2)cc1OC,6%,i,16,1.5%,-15%,1.8%,0.3,56,-0.1%,-28%,-8%
CCc1ccc(CN(Cc2cccnc2)C(=O)/C=C/c2ccc(OC)cc2)cc1,8%,i,34,7.2%,2%,-0.4%,0.8,52,0.4%,-26%,-4%
CCOC(=O)c1oc2ccc(S(=O)(=O)n3nc(-c4ccccc4)cc3N)cc2c1C,2%,i,36,-0.9%,12%,-0.1%,2.0,50,-0.1%,30%,6%
O=C(CN(Cc1ccc(F)cc1)C(=O)Cn1nnc2ccccc21)NCC1CCCO1 (stereo unspecified),0%,i,10,-3.6%,-13%,-0.2%,-0.9,52,0.3%,22%,0%
CSc1ncccc1C(=O)OCC(=O)NCc1ccc2c(c1)OCO2,-9%,i,39,-2.8%,-5%,0.3%,1.2,69,-0.5%,-1%,-8%
Cc1cc(C)n2nc(/C(C#N)=C/c3ccccn3)c(C#N)c2n1,14%,i,60,-0.6%,-4%,1.4%,15,76,-0.3%,-5%,4%
Cc1cc(Br)c(S(=O)(=O)NCc2cccnc2)cc1C,21%,i,56,2.3%,-17%,0.0%,0.8,57,-0.1%,22%,2%
COc1ccc(NC2=CC(=O)CC(c3ccccc3)C2)c(OC)c1 (stereo unspecified),nt,i,20,-4.9%,2%,2.6%,2.0,52,0.2%,-10%,-1%
COc1ccc(-c2[nH]ncc2-c2csc(C)n2)c(O)c1,1%,i,51,9.7%,-8%,0.4%,-0.9,96,-0.1%,18%,13%
COc1ccc([C@H]2CC(=O)c3c(O)cc(O)cc3O2)cc1O,7%,i,56,-1.4%,12%,0.0%,-0.4,55,0.2%,-5%,-11%
O=C(COc1ccc(F)cc1)N(c1ccccn1)C1CCCCC1,12%,i,28,22%,1%,-0.9%,-0.6,69,0.5%,-10%,-8%
Cc1cc(=O)n2nc(N3CCCC(C(=O)N4CCOCC4)C3)sc2n1 (stereo unspecified),3%,i,50,7.7%,-2%,0.1%,-0.7,45,0.2%,-24%,-12%
COc1ccc(NC(=O)CNC(=O)c2nn(-c3ccc(OC)c(OC)c3)c(=O)c3ccccc23)c(OC)c1,-5%,i,35,0.6%,-7%,0.5%,-0.9,47,-0.2%,-55%,-11%

# Brought forward from above: four compounds, then new ones.
SMILES,GPR55 LPI antagonism,T cell HTS,T cell HTS vesicle-bound %,KOR beta-arrestin-1,GPR35 antagonists,West Nile virus CPE,NTR1 agonist,NTR1 agonist cell count 20 µM,GPR55 activation,KOR beta-arrestin-2,Salmonella PhoP GFP
COc1ccc([C@H]2CC(=O)c3c(O)cc(O)cc3O2)cc1O,7%,i,56,-1.4%,12%,0.0%,-0.4,55,0.2%,-5%,-11%
O=C(COc1ccc(F)cc1)N(c1ccccn1)C1CCCCC1,12%,i,28,22%,1%,-0.9%,-0.6,69,0.5%,-10%,-8%
Cc1cc(=O)n2nc(N3CCCC(C(=O)N4CCOCC4)C3)sc2n1 (stereo unspecified),3%,i,50,7.7%,-2%,0.1%,-0.7,45,0.2%,-24%,-12%
COc1ccc(NC(=O)CNC(=O)c2nn(-c3ccc(OC)c(OC)c3)c(=O)c3ccccc23)c(OC)c1,-5%,i,35,0.6%,-7%,0.5%,-0.9,47,-0.2%,-55%,-11%
Fc1cccc(Cl)c1CNCCCSc1ncccn1,-2%,i,62,-4.2%,3%,-0.1%,-0.3,60,-0.1%,-60%[20 µM],12%
O=C(CNC(=O)c1ccco1)NCC(=O)OCc1cccc(C(=O)Oc2ccccc2)c1,-7%,i,12,0.3%,6%,-0.1%,0.1,58,-0.1%,-40%,6%
CCCCC(=O)Nc1nnc(S(=O)(=O)N(C)Cc2ccco2)s1,2%,i,45,-1.9%,6%,-0.1%,1.7,54,-0.2%,-53%,-2%
COCCCNc1nc2ccccc2nc1NS(=O)(=O)c1ccc(F)cc1,6%,i,59,-1.2%,-2%,0.1%,-1.4,98,0.0%,10%,10%
CN1CCc2nc3ccc(Cl)cc3c(-c3ccccc3Cl)c2C1,28%,i,36,6.8%,-11%,-1.3%,3.0,49,0.6%,26%,12%
CCOC(=O)N1CCN(S(=O)(=O)c2ccc(OC)c(Br)c2)CC1,-13%,i,47,-1.4%,0%,-1.0%,1.1,47,0.5%,-14%[20 µM],-1%
O=C1CCCN1c1ccc(S(=O)(=O)NCCc2ccc(Cl)cc2)cc1,5%,i,13,-3.2%,-8%,-0.8%,0.7,78,0.0%,-14%,12%
O=[N+]([O-])c1ccccc1OCCCOc1cccc2cccnc12,2%,i,54,-4.4%,2%,-1.5%,1.2,58,-0.2%,-2%[20 µM],1%
COc1cc2c(cc1OC)C(c1ccc(Cl)cc1)CC(=O)N2 (stereo unspecified),8%,i,63,1.7%,-10%,-0.6%,0.9,68,0.3%,4%,4%
Cc1ccccc1C(C(=O)NC1CCCCC1)N(C(=O)CNC(=O)c1ccco1)c1cccnc1 (stereo unspecified),20%,i,59,nt,18%,-0.5%,-0.5,33,-0.1%,5%[20 µM],14%
Cc1ccc(C(=O)/C=C\C(=O)c2ccc(C)cc2)cc1,18%,i,37,6.4%,11%,-1.2%,nt,nt,0.8%,45%,3%
O=C(O)c1cc2cc(Cl)ccc2oc1=O,-6%,i,10,4.9%,14%,0.1%,1.3,85,0.0%,-19%,-7%
CCOC(=O)C1(Cc2ccccc2Cl)CCN(Cc2csc(C(C)=O)c2)CC1,16%,i,37,nt,11%,-0.1%,6.2,29,-0.1%,22%[20 µM],5%
Cc1ccc(C)c(S(=O)(=O)NCCCN2CCOCC2)c1,-1%,i,28,-1.6%,-4%,-0.2%,-0.4,27,-0.1%,-15%,-2%
COc1cc(-c2cc(C(=O)Nc3ccccc3N3CCOCC3)c3ccccc3n2)cc(OC)c1OC,17%,i,32,1.9%,-3%,1.6%,5.0,78,-0.7%,-1%,-8%
Cc1ccc(C)c2[nH]c(=O)c(CN(CCN3CCOCC3)Cc3nnnn3CC3CCCO3)cc12 (stereo unspecified),3%,i,17,-5.6%,-16%,-0.5%,2.1,59,-0.2%,1%,-3%
COc1cnc(-c2cccc(C(F)(F)F)c2)nc1OC,3%,i,26,1.4%,5%,0.1%,-0.8,39,-0.2%,-2%,7%
CCN(c1cccc(C)c1)S(=O)(=O)c1ccc2c(c1)N(C(C)=O)CCS2,-3%,i,6,-5.1%,5%,-0.7%,-0.3,71,-0.1%,4%,3%
O=C(c1ccc2c(c1)OCCO2)C1CCN(C(=O)Nc2ccccc2F)CC1,7%,i,38,-4.6%,18%,-0.6%,2.2,58,-0.4%,-21%,8%
C=CCOC(=O)C1=C[C@H](c2coc3ccccc3c2=O)C[C@H](OCc2ccc(CO)cc2)O1,-9%,nt,nt,1.5%,-8%,0.2%,2.0,61,-0.2%,-8%,-9%
CCc1ccc(NC(=O)N(CCCN2CCOCC2)C(C)c2cc3cccc(OC)c3o2)cc1 (stereo unspecified),-3%,i,60,-2.3%,12%,-0.5%,-0.6,41,-0.1%,-23%,16%
COc1cccc(NC(=O)CN2C(=O)COc3ccc(S(=O)(=O)N4CCC(C)CC4)cc32)c1,10%,i,19,4.0%,7%,0.1%,1.4,63,-0.1%,-34%,6%
Cc1ccc(C2NC(=O)c3ccccc3O2)cc1 (stereo unspecified),-2%,i,61,-2.5%,-4%,0.0%,0.0,52,-0.1%,11%,-1%
COc1ccc(CNC(=O)CC2C(=O)NCCN2C2Cc3ccccc3C2)cc1 (stereo unspecified),14%,i,20,1.3%,6%,-0.5%,-1.1,66,-0.1%,37%,0%
COc1ccc(C(=O)Nc2ccc(Oc3ncnc4sc(-c5ccccc5)cc34)cc2)cc1OC,-8%,i,39,27%,-7%,-0.1%,-1.0,48,0.3%,-57%,-19%
CCN(C(=O)CCN1C(=O)S/C(=C\c2ccccc2)C1=O)C1CCS(=O)(=O)C1 (stereo unspecified),7%,i,12,-3.1%,-21%,-0.6%,1.4,58,0.3%,-31%,-10%
Cc1cc(C)n(CC(=O)NN)n1,17%,i,16,5.9%,-10%,0.0%,-1.1,39,0.5%,-14%,-2%

# No enrichment for hits, and some 0.62% of all compounds hit somewhere here.
